KDM5B inh: KDM5B demethylase inhibition; 220,000 compounds, 2.6% hits; KDM5B demethylase, FDH-coupled NADH fluorescence (FDH is formaldehyde dehydrogenase); Potency, µM (doses to about 57.7 µM), without a hit: at the highest dose activity change, negative = inhibition, usual class: inhibitors; active = well fitted inhibition curve with a large enough effect; inconclusive = small, poorly fitted or top-dose-only effect; inactive = no such curve, though single readings can be large or run the other way; also: 0% is about no effect; nearly all actives have a fitted effect of over 70% in size
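Inhibition is measured as reduced NADH fluorescence generation from FDH coupling to formaldehyde release. Truncated KDM5BΔAP at 200 nM final acts on H3K4me3 peptide (12.5 µM in substrate mix) in pH 7.5 HEPES buffer with Tween-20, 30 min, room temperature.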
* marks the source's active call; other numbers are inactive results; [ ] = remark or other dose. Potency is read from the fitted curve at half-maximal effect.

Results for Cc1cc(=O)n(CC(=O)Nc2ccc(Br)cc2)c(N2CCOCC2)n1 ?
KDM5B inh: 6.9%

How did COc1ccc(CNC(=O)[C@@H]2COCC(=O)N2Cc2ccc(OC)c(OC)c2)cc1 do in these assays?
KDM5B inh: -19.1%

What do the screens show for `COCCOC(=O)C1=C(C)N=C2SC=C(CC(=O)NCc3ccco3)N2C1c1ccccc1OC` (stereo not given)?
KDM5B inh: -16.1%

Results for O=C(c1cccc(N2CCNC2=O)c1)N1CC(=O)N(C2CCCCC2)CC(OCc2ccccc2)C1 (stereo not given) ?
KDM5B inh: 36.2%[activator]

How did O=C(O)c1ccc2c(c1)CC(=O)N2Cc1ccc(F)cc1 do in these assays?
KDM5B inh: 6.4%

Results for Cc1nc(-c2ccccc2OC2CN(S(=O)(=O)Cc3ccccc3F)C2)no1 ?
KDM5B inh: -9.5%

What do the screens show for `COc1ccc(-c2cc(N3CCCN(C(=O)Cc4cccc(OC)c4)CC3)n[nH]2)cc1`?
KDM5B inh: inconclusive

How did COCCN1CCC(N2CCN(S(=O)(=O)c3cccc(C)c3)CC2)C1=O (stereo not given) do in these assays?
KDM5B inh: -11.3%

Results for O=C(Cc1ccccc1)NC1CCN(C(=O)N2CC3CC(C2)[C@H]2CCCC(=O)N2C3)CC1 (stereo not given in full) ?
KDM5B inh: -3.9%

What do the screens show for `Cc1cccc(C)c1NC(=O)CCS(=O)(=O)c1ccc2c(c1)n(C)c(=O)c(=O)n2C`?
KDM5B inh: inconclusive

What do the screens show for `Cc1nccn1Cc1nnc(C2CCCN(S(=O)(=O)C3CC3)C2)n1C` (stereo not given)?
KDM5B inh: 14.7%

What do the screens show for `CCc1ccc2occ(CC(=O)Nc3c(C(=O)Nc4ccc(OC)cc4)oc4ccccc34)c2c1`?
KDM5B inh: 10.7%

What do the screens show for `CNC(=O)C1CCN(Cc2cccc(C(F)(F)F)c2)CC1`?
KDM5B inh: 23.1%

What do the screens show for `CN1CCOc2c(C(=O)NCCC(N)=O)cc(-c3ccccc3O)cc21`?
KDM5B inh: 31.6µM*

How did Cc1ccc(C)c(N2CCN(S(=O)(=O)c3ccc4c(c3)CC(=O)N4C)CC2)c1 do in these assays?
KDM5B inh: -17.2%

What do the screens show for `Cc1cc(-c2cc3c(cn2)CN(Cc2ccccn2)CCN3)ccn1`?
KDM5B inh: inconclusive

How did COC(=O)c1n[nH]n(-c2ccccc2)c1=O do in these assays?
KDM5B inh: -10.2%

What do the screens show for `Cc1ccccc1NC(=O)c1cnn2cccnc12`?
KDM5B inh: 9.7%

What do the screens show for `COc1cccc(C(=O)N2CCC(N3C[C@H](O)C[C@H]3C(=O)NCCN3CCCC3)CC2)c1`?
KDM5B inh: inconclusive

What do the screens show for `O=C(NC(=O)c1ccccc1Cl)C(=O)Nc1ccc(Cl)cc1`?
KDM5B inh: 27.9%

How did CC(C)(Oc1nn(CC2CCOCC2)c2ccccc12)C(=O)NCCc1ccccc1 do in these assays?
KDM5B inh: 35.5µM*

How did CNC(=O)CCC[C@@H]1[C@H]2CCCN3CCC[C@@H](CN1C(=O)NCCc1ccccc1)[C@@H]23 do in these assays?
KDM5B inh: -15.5%

What do the screens show for `COc1ccc(CSc2nc3ccncc3n2CC(=O)Nc2ccc(C)c(F)c2)cc1`?
KDM5B inh: -25.1%

What do the screens show for `CCOc1ccc(NC(=O)c2oc3ccccc3c2NC(=O)COc2cccc(OC)c2)cc1`?
KDM5B inh: -10.5%

Results for Cc1ccc2c(C(=O)NCCc3cccnc3)cc(NC(=O)C(C)C)cc2n1 ?
KDM5B inh: 20µM*

What do the screens show for `COCCNC(=O)CCn1c(=O)c2cc(OC)c(OC)cc2n(CC(=O)Nc2ccc(F)c(Cl)c2)c1=O`?
KDM5B inh: inconclusive

How did Cc1ccc(F)cc1NC(=O)COC(=O)c1ccc2ncsc2c1 do in these assays?
KDM5B inh: -4.3%

What do the screens show for `COc1ccc(Cc2nnc(NC(=O)Nc3ccccc3)s2)cc1OC`?
KDM5B inh: -7.5%

How did CCOC(=O)c1cccc(NC(=O)c2cc(S(=O)(=O)N3CCCC3)cn2C)c1 do in these assays?
KDM5B inh: -18.7%

What do the screens show for `COc1ccc(S(=O)(=O)N2CCC3(CC2)CC(OCC2CC2)CCO3)cc1` (stereo not given)?
KDM5B inh: 3.6%

What do the screens show for `Cc1cccc(C(=O)N2C(C(=O)NCC3CCCO3)COC23CCC(C)CC3)c1` (stereo not given)?
KDM5B inh: inconclusive

How did COCCn1nc2n(c1=O)CCN(C(=O)COc1ccc(F)cc1)CC2 do in these assays?
KDM5B inh: -0.6%

What do the screens show for `COCC(=O)NC[C@@H]1C=C(C)[C@H](CC(=O)N(C)Cc2ccccc2)C[C@H]1C(C)C`?
KDM5B inh: -27.8%[86.2 µM]

Results for CC12C3C=CC(C3)C1([Si](C)(C)C)C2C(=O)O (stereo not given) ?
KDM5B inh: -19.9%

What do the screens show for `CCOC(=O)c1ccoc1CN(CC)CC`?
KDM5B inh: 21.1%

What do the screens show for `O=C(NCc1cccc(F)c1)C(=O)Nc1cccc(O)c1`?
KDM5B inh: 5.9%

What do the screens show for `O=C(COc1cc2oc(=O)cc(-c3ccccc3)c2cc1Cl)NCc1cccs1`?
KDM5B inh: 2.2%

How did Cc1cc(C(=O)COC(=O)c2nccnc2N)c(C)n1CCc1cccs1 do in these assays?
KDM5B inh: inconclusive

What do the screens show for `CN1C[C@H](NC(=O)C2CCOCC2)CCC[C@@H](C(=O)NC2CC2)CC1=O`?
KDM5B inh: 26.7%[86.2 µM]

What do the screens show for `CCn1cnc2c1c(=O)n(CC(=O)NCCc1cccc(F)c1)c(=O)n2Cc1ccccc1`?
KDM5B inh: -10.5%

What do the screens show for `CNC(=O)CC1C(=O)N(c2ccc(OC)cc2)C(=S)N1NC(=O)c1cccc(F)c1` (stereo not given)?
KDM5B inh: 21.8%

How did CC(C)N(C)CCNC(=O)Nc1ccccc1C(F)(F)F do in these assays?
KDM5B inh: 13.7%

Results for COc1ccccc1N(Cc1cc2cccc(C)c2[nH]c1=O)C(=O)c1cccc(Cl)c1 ?
KDM5B inh: -12.7%

Results for CNC(=O)C1CCC(Cn2c(=O)c3sccc3n(CC(=O)Nc3ccccc3)c2=O)CC1 (stereo not given) ?
KDM5B inh: 1.3%

What do the screens show for `COc1ccc(OCC(=O)Nc2ccc3oc(-c4ccccc4F)nc3c2)cc1`?
KDM5B inh: inconclusive

How did COCCNC(=O)c1ccc2c(=O)n(CCOC)c(SCC(=O)c3c[nH]c4ccccc34)nc2c1 do in these assays?
KDM5B inh: -23.8%

How did COC(=O)C1CN(CCc2ccccc2)CCS(=O)(=O)N1Cc1ccc(C(F)(F)F)cc1 (stereo not given) do in these assays?
KDM5B inh: -12.6%

What do the screens show for `c1ccc(CNc2ncc(CN3CCC4(CCNCC4)C3)cn2)cc1`?
KDM5B inh: inconclusive

What do the screens show for `CN(NC(=O)c1ccc2c(c1)OCC(=O)N2)c1ccccc1`?
KDM5B inh: -12.1%

What do the screens show for `CC(C)CNCc1ccc(-c2ccccc2F)o1`?
KDM5B inh: 18.4%

The list goes on; it opens with the 3 that closed the last part.
What do the screens show for `c1ccc(CNc2ncc(CN3CCC4(CCNCC4)C3)cn2)cc1`?
KDM5B inh: inconclusive

What do the screens show for `CN(NC(=O)c1ccc2c(c1)OCC(=O)N2)c1ccccc1`?
KDM5B inh: -12.1%

What do the screens show for `CC(C)CNCc1ccc(-c2ccccc2F)o1`?
KDM5B inh: 18.4%

How did COc1ccc(C(=O)N2CCCC(Nc3ccc(C)c(C)c3)C2)cc1F (stereo not given) do in these assays?
KDM5B inh: 19.4%

How did CCCCN1C(=O)C(O)(CC(=O)c2ccc(C(C)(C)C)cc2)c2ccccc21 (stereo not given) do in these assays?
KDM5B inh: -7.3%

Results for Cc1ccc(S(=O)(=O)CC(C)(O)CS(=O)(=O)c2ccc(C)cc2)cc1 ?
KDM5B inh: 18.9%

What do the screens show for `Cn1nc(C(=O)Nc2cccc(C(F)(F)F)c2)c2c1-c1ccccc1S(=O)(=O)C2`?
KDM5B inh: -19.4%

How did CN(C)CCOC(=O)C12CC3CC(C1)CC(C(=O)OCCN(C)C)(C3)C2 do in these assays?
KDM5B inh: inconclusive

How did CC(=O)c1cccc(NC(=O)CSc2nnc(C(C)N(C)C)n2-c2ccc(F)cc2)c1 (stereo not given) do in these assays?
KDM5B inh: 12.1%

Results for CC1(C(=O)N2CCN(c3ncccn3)CC2)CCOCC1 ?
KDM5B inh: -13.4%[149 µM]

How did OC(CC#CCN1CCCC1)(c1ccccc1)c1ccccc1 do in these assays?
KDM5B inh: -7.3%

Results for O=C(NC1=NCCS1)c1cc2ccccc2s1 ?
KDM5B inh: -9.0%

How did O=C(NCc1cccs1)c1ccc2c(c1)OCCN(c1ccccc1)C2 do in these assays?
KDM5B inh: inconclusive

For reference, 5 of the compounds above:
How did COc1ccc(C(=O)N2CCCC(Nc3ccc(C)c(C)c3)C2)cc1F (stereo not given) do in these assays?
KDM5B inh: 19.4%

How did CCCCN1C(=O)C(O)(CC(=O)c2ccc(C(C)(C)C)cc2)c2ccccc21 (stereo not given) do in these assays?
KDM5B inh: -7.3%

Results for Cc1ccc(S(=O)(=O)CC(C)(O)CS(=O)(=O)c2ccc(C)cc2)cc1 ?
KDM5B inh: 18.9%

What do the screens show for `Cn1nc(C(=O)Nc2cccc(C(F)(F)F)c2)c2c1-c1ccccc1S(=O)(=O)C2`?
KDM5B inh: -19.4%

How did CN(C)CCOC(=O)C12CC3CC(C1)CC(C(=O)OCCN(C)C)(C3)C2 do in these assays?
KDM5B inh: inconclusive

Remaining list, next part:
Results for Cc1cccc(-c2c3c(nc4c2c(=O)n(C)c(=O)n4C)-c2ccccc2C3O)c1 (stereo not given) ?
KDM5B inh: -10.7%

What do the screens show for `CCOC(=O)CSc1nc(N)c2c3c(sc2n1)CCCC3C` (stereo not given)?
KDM5B inh: 8.8%

What do the screens show for `Cc1cnc(C(=O)N2CCc3onc(-c4ccc(F)c(F)c4)c3C2)cn1`?
KDM5B inh: 37.2%[activator]

Results for Cc1ccsc1/C=C(/CC(=O)O)c1nc2ccccc2o1 ?
KDM5B inh: -8.5%

How did COc1ccc(C(CC(=O)N2CCC(C(N)=O)CC2)c2ccccc2)cc1 (stereo not given) do in these assays?
KDM5B inh: 19.7%

What do the screens show for `COc1ccc(-c2noc([C@@H](C)NC(=O)C3CCCC3)c2C(=O)O)cc1`?
KDM5B inh: 68.0%[activator][86.2 µM]

Results for O=C(CCC1CCN(S(=O)(=O)c2ccccc2)CC1)N1CCCCC1 ?
KDM5B inh: -3.4%

What do the screens show for `CNC(=O)NC(=O)C(C)SC(C)c1ccccc1F` (stereo not given)?
KDM5B inh: 24.2%

What do the screens show for `COc1ccc(N(C(=O)CNC(=O)c2ccco2)C(C(=O)NCC2CCCO2)c2ccccc2)cc1` (stereo not given)?
KDM5B inh: -6.7%

Results for O=C(CCC1CCN(S(=O)(=O)c2ccccc2)CC1)NCc1ccc(F)cc1 ?
KDM5B inh: -13.9%

How did C=CCC(Nc1ccccc1)c1cccc(OC)c1OC (stereo not given) do in these assays?
KDM5B inh: 5.3%

What do the screens show for `COc1ccc2cc(S(=O)(=O)N3CCN(c4ccc(C)c(Cl)c4)CC3)ccc2c1`?
KDM5B inh: 12.7%

How did O=C(NCCc1ccc(F)cc1)c1[nH]c2ccccc2c1Cl do in these assays?
KDM5B inh: 11.7%

What do the screens show for `CC(C)c1nccn1CCCNC(=O)c1ccc(-c2ccccc2F)nc1`?
KDM5B inh: -9.0%

Results for COC(=O)[C@H](Cc1ccc(OC)cc1)NC(=O)[C@H]1CN(C(=O)Nc2ccccc2)CCN1C(=O)C1CCCCC1 ?
KDM5B inh: 31.4%[activator]

How did COc1ccc2c(CNCc3ccc(C)o3)c(C(=O)O)n(Cc3ccccc3)c2c1 do in these assays?
KDM5B inh: inconclusive

Results for CCSc1nnnn1-c1cccc(C(=O)O)c1 ?
KDM5B inh: -28.6%

What do the screens show for `O=C(c1cc(CN2CCC(Cc3ccccc3)CC2)on1)N1CCN2CCCC2C1` (stereo not given)?
KDM5B inh: -22.6%

What do the screens show for `Cc1cnc(C(=O)NC2C[C@H]3CC[C@@H](C2)N3C(=O)c2cccs2)cn1` (stereo not given in full)?
KDM5B inh: 18.3%

How did COc1ccc(CN2CCC(c3nn(Cc4ccccc4)c(=O)[nH]3)CC2)cc1 do in these assays?
KDM5B inh: 4.0%

Results for CN(CCCC(=O)Nc1ccccc1F)S(=O)(=O)c1ccc(F)cc1 ?
KDM5B inh: 25.2%

What do the screens show for `CCn1cc(S(=O)(=O)N2CCCC2c2nncn2Cc2ccncc2)cn1` (stereo not given)?
KDM5B inh: -19.4%

Results for O=C(Nc1ncc2c(n1)CC(c1cccs1)CC2=O)c1ccc(F)cc1 (stereo not given) ?
KDM5B inh: -14.8%

What do the screens show for `Cc1cc(C)c(Cn2c(=O)n(-c3ccccc3Cl)c(=O)c3c(C)c(C(=O)N(C)C)sc32)c(C)c1`?
KDM5B inh: 9.6%

Results for O=C(Nc1ccccc1)N1CCC(Oc2ccccc2)C1 (stereo not given) ?
KDM5B inh: -16.2%

How did CC[C@@]1(O)CCN(C(=O)c2ccccc2OC(F)(F)C(F)F)C[C@H]1O do in these assays?
KDM5B inh: -6.4%

How did Cc1ccc(NC(=O)C(=O)NCC(c2cccnc2)N2CCN(C)CC2)cc1C (stereo not given) do in these assays?
KDM5B inh: -3.2%

How did O=C(CN1CCCC(c2ccccc2)(c2ccccc2)C1)N1CCOCC1 do in these assays?
KDM5B inh: -15.0%

How did CCOc1ccc(NC(=O)Cn2c(=O)n(Cc3ccc4c(c3)OCO4)c(=O)c3ccc(C(=O)NC4CCCCC4)cc32)cc1 do in these assays?
KDM5B inh: -11.9%

How did CCCCC#Cc1cncc(C(=O)NN)c1 do in these assays?
KDM5B inh: -10.6%

How did CCc1noc([C@@H]2CC(F)(F)CN2C(=O)Cc2ccncc2)n1 do in these assays?
KDM5B inh: -7.0%

Assay outcomes as filed in PubChem.

An excerpt; rates above refer to the full screens.
